Bioassay records: PubChem, Broad Institute
p53 PUMA act – re-activators of the mutant p53 pathway. SW480 PUMA-promoter luciferase, p53 mutant reactivation. activation, % at 9.98 µM. hit rate 1.5% among 28,000; in the data active = activation above about 52%
STK33 kin inh – inhibitors of human STK33 kinase | inhibition, % at 12.5 µM | ADP-Glo luminescence, MBP substrate | Q9BYT3 | hit rate 0.44% among 27,000; in the data active = inhibition above about 20%
Target sequence (Q9BYT3 whole entry, looked up): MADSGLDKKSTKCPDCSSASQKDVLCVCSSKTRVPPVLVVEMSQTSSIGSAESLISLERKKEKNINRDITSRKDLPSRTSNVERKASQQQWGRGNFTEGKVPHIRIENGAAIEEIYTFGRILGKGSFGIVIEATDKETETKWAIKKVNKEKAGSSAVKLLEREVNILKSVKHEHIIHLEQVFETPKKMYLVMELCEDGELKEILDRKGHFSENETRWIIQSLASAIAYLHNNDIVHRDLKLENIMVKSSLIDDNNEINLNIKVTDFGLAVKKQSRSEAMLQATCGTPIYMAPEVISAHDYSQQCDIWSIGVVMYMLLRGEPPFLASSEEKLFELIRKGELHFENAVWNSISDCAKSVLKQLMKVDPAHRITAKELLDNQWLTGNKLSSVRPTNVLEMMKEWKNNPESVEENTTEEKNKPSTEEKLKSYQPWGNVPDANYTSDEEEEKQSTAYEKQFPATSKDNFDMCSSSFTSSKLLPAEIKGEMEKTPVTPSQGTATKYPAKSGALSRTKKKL
* = called active by the depositor; . = no result given; & = joins results of further samples. The list is partial; the hit share may differ from the screen's.

SMILES	p53 PUMA act	STK33 kin inh
CCOc1ccc(Oc2nc(N3CCOCC3)nc(N3CCOCC3)n2)nn1	10	-2
COc1ccc(-c2noc(CSc3nnc(-c4cccs4)n3-c3ccccc3)n2)cc1OC	-6	1
C=CCN1C(=O)/C(=C2\SC(N3CCCCC3)=NC2=O)c2ccccc21	68*	.
CC(C)CC#Cc1cnc2c(c1)C(=O)N([C@H](C)CO)C[C@H](C)[C@H](CN(C)C(=O)c1ccccc1F)O2	6	.
CC(C)NC(=O)N(C)C[C@@H]1OCc2cn(nn2)CCCC(=O)N([C@@H](C)CO)C[C@H]1C	-1	-4
Cc1ccc(OCC(=O)Nc2cccc(NC(=O)c3ccccc3)c2)cc1C	23	2
C[C@@H]1CN([C@H](C)CO)C(=O)c2cc(NC(=O)Nc3ccccc3)ccc2O[C@@H](C)CCCCO[C@@H]1CN(C)S(=O)(=O)c1ccccc1	-10	.
C[C@H](CO)N1C[C@H](C)[C@H](CN(C)C(=O)Nc2ccc(C(F)(F)F)cc2)Oc2c(NC(=O)Nc3ccc(F)cc3)cccc2C1=O	-9	.
COc1cc2c(cc1OC)CN(C(=O)[C@@H]1[C@H]3C(=O)O[C@H](c4ccccc4)[C@H](c4ccccc4)N3[C@H](c3ccc(OCCO)cc3)[C@@]13C(=O)Nc1ccc(C#CC4(O)CCCCCC4)cc13)CC2	.	14
Cc1noc(C)c1NC(=O)Nc1ccc2c(c1)C(=O)N([C@H](C)CO)C[C@@H](C)[C@H](CN(C)S(C)(=O)=O)O2	1	.
C[C@H](CO)N1C[C@H](C)[C@H](CN(C)C(=O)NC2CCCCC2)Oc2cc(C#Cc3cccc(F)c3)ccc2S1(=O)=O	-64	.
O=c1oc2ccccc2cc1-c1csc(Cc2nc(-c3ccc(Cl)cc3)cs2)n1	-3	0
Cc1ccc(NCC(O)CSc2nc3c(cc2C#N)CCCC3)cc1 (stereo not drawn)	16	1
CC(C)NC(=O)N(C)C[C@H]1OCCCC[C@@H](C)Oc2ccc(NC(=O)Cc3ccccc3)cc2C(=O)N([C@@H](C)CO)C[C@@H]1C	-5	.
C[C@@H]1CN([C@H](C)CO)C(=O)c2cc(NS(=O)(=O)c3ccc(Cl)cc3)ccc2O[C@@H]1CN(C)C(=O)Nc1ccc2c(c1)OCO2	7	.
C[C@@H]1CN([C@H](C)CO)C(=O)Cc2cc(NC(=O)Nc3ccc4c(c3)OCO4)ccc2O[C@H]1CN(C)Cc1ccc2c(c1)OCO2	.	1
Cc1ccc(S(=O)(=O)Nc2ccc3c(c2)CC(=O)N([C@@H](C)CO)C[C@H](C)[C@H](CN(C)C)O3)cc1	.	1
COc1ccc(S(=O)(=O)Nc2cccnc2)cc1C(=O)O	6	-10
Cc1noc(C)c1NC(=O)N(C)C[C@H]1Oc2ccc(NC(=O)NC3CCCCC3)cc2CC(=O)N([C@@H](C)CO)C[C@@H]1C	.	2
COc1ccc(NC(=O)Nc2ccc3c(c2)C(=O)N([C@H](C)CO)C[C@H](C)[C@H](CN(C)C(=O)Nc2ccc4c(c2)OCO4)O3)cc1	.	-7
COc1ccc(S(=O)(=O)Nc2cccc3c2O[C@@H](CN(C)S(=O)(=O)c2ccc(C)cc2)[C@H](C)CN([C@H](C)CO)C3=O)cc1	2	.
COc1nnc(-c2ccc(N3CCOCC3)c(NC(=O)COc3ccc(C)cc3)c2)c2ccccc12	-5	0
Cc1noc(C)c1NC(=O)N(C)C[C@@H]1Oc2ccc(NC(=O)Nc3ccc(F)cc3)cc2C(=O)N([C@H](C)CO)C[C@H]1C	5	.
C[C@@H]1CN([C@H](C)CO)C(=O)Cc2cc(NC(=O)Nc3ccccc3)ccc2O[C@@H]1CN(C)CC1CC1	20	.
COc1ccc(Cl)cc1C(=O)N(Cc1nc(-c2ccc(C)cc2)no1)C(C)C	-8	1
O=C(Nc1ccc2c(c1)[C@@H]1C[C@H](CC(=O)N3CCc4ccccc4C3)O[C@H](CO)[C@@H]1O2)C1CCOCC1	5	.
COc1ccc(OCC(O)Cn2cnc3ccccc32)cc1 (stereo not drawn)	11	-2
C[C@@H]1CN([C@@H](C)CO)C(=O)c2cc(NC(=O)c3ccccc3)ccc2O[C@@H](C)CCCCO[C@H]1CN(C)S(=O)(=O)c1ccc(F)cc1	-9	.
C=C1CC/C=C(/C(=O)O)C[C@H](O)C2C1CC2(C)C (stereo partly drawn)	.	-5
C[C@@H]1CN([C@H](C)CO)C(=O)Cc2cc(NC(=O)Nc3ccc4c(c3)OCO4)ccc2O[C@@H]1CN(C)Cc1ccc(C(F)(F)F)cc1	.	0
C[C@@H]1CN([C@H](C)CO)C(=O)Cc2cc(NS(=O)(=O)c3ccc(F)cc3)ccc2O[C@H]1CN(C)S(=O)(=O)c1ccc(F)cc1	.	3
O=C(COc1ccc2ccccc2c1)Nc1ccc(O)cc1C(=O)O	13	0
CC(C)NC(=O)N(C)C[C@@H]1Oc2ccc(NS(=O)(=O)c3cccs3)cc2CC(=O)N([C@@H](C)CO)C[C@@H]1C	-3	-1
C[C@@H]1CN([C@@H](C)CO)C(=O)c2cc(C#C[C@@H](C)O)cnc2O[C@H]1CN(C)Cc1ccc(-c2ccccc2)cc1	-10	.
COc1cccc(CN(C)C[C@H]2OCc3cnnn3CCCC(=O)N([C@@H](C)CO)C[C@@H]2C)c1	.	-7
C[C@H]1CN([C@@H](C)CO)C(=O)c2cc(NS(C)(=O)=O)ccc2O[C@@H]1CN(C)Cc1ccc(-c2ccccc2)cc1	.	-1
Cc1nc(SCC(=O)NCc2ccco2)c2c(C)c(C)sc2n1	-5	3
C[C@H](CO)N1C[C@H](C)[C@@H](CN(C)C(=O)c2cc(-c3ccccc3)on2)OCc2cnnn2CCCC1=O	.	0
COc1ccccc1N1C(=O)CC(Sc2nccc(C)n2)C1=O (stereo not drawn)	-2	0
O=S1(=O)N=C(N(CCO)c2ccc(Cl)cc2)c2ccccc21	2	-1
Cc1cc(Cl)ccc1NC(=O)CN(c1ccc(Cl)c(Cl)c1)S(C)(=O)=O	-16	-2
C[C@H](CO)N1C[C@H](C)[C@H](CN(C)S(=O)(=O)c2ccc(F)cc2)Oc2ccc(NS(=O)(=O)c3cn(C)cn3)cc2C1=O	.	-1
COc1ccc(Cl)cc1NC(=O)Cn1c(=O)oc2ccccc21	12	-4
C[C@@H]1CN([C@H](C)CO)C(=O)c2cc(NC(=O)Nc3ccc(F)cc3)ccc2O[C@H]1CN(C)Cc1ccc(Cl)c(Cl)c1	.	0
COc1ccc(S(=O)(=O)Nc2ccc3c(c2)C(=O)N([C@@H](C)CO)C[C@@H](C)[C@H](CN(C)S(=O)(=O)c2cn(C)cn2)O3)cc1	15	.
Cc1nnc(SCC(=O)Nc2ccccc2C(=O)c2ccccc2)s1	-13	1
COc1ccc(-c2cc(C(F)(F)F)c(C#N)c(SCC(=O)Nc3ccccc3F)n2)cc1	-12	1
CC(C)n1c(SCCC(=O)O)nc2ccccc21	-10	-1
C[C@@H]1CN([C@@H](C)CO)C(=O)c2cccc(NC(=O)C3CCOCC3)c2O[C@H]1CN(C)Cc1ccc(C(=O)O)cc1	0	.
COc1ccc(S(=O)(=O)N(C)C[C@H]2Oc3c(NC(=O)NC4CCCCC4)cccc3C(=O)N([C@@H](C)CO)C[C@H]2C)cc1	-7	.
C[C@H](CO)N1C[C@H](C)[C@H](CN(C)C(=O)Nc2ccccc2)Oc2ccc(NS(=O)(=O)c3ccc(Cl)cc3)cc2CC1=O	4	-1
Cc1ccc(S(=O)(=O)Nc2ccc3c(c2)C(=O)N([C@@H](C)CO)C[C@H](C)[C@@H](CN(C)S(=O)(=O)c2ccccc2)O3)cc1	.	1
C[C@@H]1CN([C@H](C)CO)C(=O)c2cc(C#CCN(C)C)cnc2O[C@H]1CN(C)C(=O)Cc1ccccc1	0	.
Nc1nnc(SCC(=O)Nc2ccc(F)c(Cl)c2)n1-c1ccccc1	1	-2
CCC(C)C(O)C(C)(O)/C=C/C1=CC2=C(Cl)C(=O)C(C)(O)C(OC(C)=O)C2CO1 (stereo not drawn)	-13	-1
CN(CC(=O)Nc1cccc([N+](=O)[O-])c1)S(=O)(=O)c1ccccc1	11	0
CCC1C/C(=C\c2sccc2C)C(=O)/C(=C/c2sccc2C)C1 (stereo not drawn)	-4	.
C[C@@H]1CN([C@@H](C)CO)S(=O)(=O)c2ccc(C3=CCCC3)cc2O[C@@H]1CN(C)C(=O)c1cccnc1	7	.
CCC(C)C(O)(CC(=O)OCc1ccc(O[C@@H]2O[C@H](CO)[C@@H](O)[C@H](O)[C@H]2O)cc1)C(=O)OCc1ccc(O[C@@H]2O[C@H](CO)[C@@H](O)[C@H](O)[C@H]2O)cc1 (stereo partly drawn)	.	-6
O=C1N(Cc2ccccc2)Cc2ccccc2[C@H]2OC(c3ccc(OCCCO)cc3)=N[C@@]12CCS(=O)(=O)c1ccccc1	.	9

(next part)
SMILES	p53 PUMA act	STK33 kin inh
Cc1noc(C)c1S(=O)(=O)N(C)C[C@@H]1Oc2ccc(NC(=O)C3CCCCC3)cc2CC(=O)N([C@H](C)CO)C[C@H]1C	-1	-1
CC1O[C@@H](Oc2c(-c3ccc(O)c(O)c3)oc3cc(O)cc(O)c3c2=O)[C@H](O)[C@H](O)[C@H]1O (stereo partly drawn)	.	-8
COC1C(O)C(CO)OC1n1cnc2c(NC3CCCCC3)ncnc21 (stereo not drawn)	7	.
COc1ccc(CN(C)C[C@H]2Oc3ccc(NC(=O)Cn4cnnn4)cc3C(=O)N([C@H](C)CO)C[C@@H]2C)cc1	-1	.
CCOC(=O)c1c(NC(=O)Cn2nnc(-c3ccccc3)n2)sc2c1CCCC2	2	-6
CC(C)(C)c1cc(NC(=O)CSc2n[nH]c(=O)n2-c2ccc3c(c2)OCCO3)cc(C(C)(C)C)c1	.	8
COc1cccc(-c2nn(-c3ccccc3)cc2C(=O)n2nnc3ccccc32)c1	-35	2
CC1CCc2c(sc3ncnc(SCC(=O)NCc4ccco4)c23)C1 (stereo not drawn)	2	4
OCCN1CCN(CCCN2c3ccccc3Sc3ccc(C(F)(F)F)cc32)CC1	.	2&2
C[C@H](CO)N1C[C@H](C)[C@H](CN(C)Cc2ccccc2)Oc2ccc(NC(=O)CCC(F)(F)F)cc2CC1=O	.	6
CNS(=O)(=O)c1cc(-c2nnc(Nc3ccc(NC(C)=O)cc3)c3ccccc23)ccc1C	8	1
CCn1c(SCC(=O)Nc2ccccc2F)nnc1-c1ccccc1	0	-2
C[C@H]1CN([C@@H](C)CO)C(=O)Cc2cc(NS(=O)(=O)c3cccs3)ccc2O[C@H]1CN(C)Cc1ccncc1	.	-3
COc1ccc(N(CC(=O)Nc2ccc(F)c(F)c2)S(C)(=O)=O)cc1OC	-10	1
CC1(C)Cc2nc3sc4c(=O)n(CC(=O)NCCc5ccccc5)cnc4c3cc2CO1	12	-4
CC(C)NC(=O)N(C)C[C@H]1Oc2ccc(N(C)C)cc2C(=O)N([C@@H](C)CO)C[C@@H]1C	.	0
Cc1ccc(N(CC(=O)NC2CCCC2)S(C)(=O)=O)cc1	1	0
Cc1ccc(S(=O)(=O)N(C)C[C@@H]2Oc3ccc(N(C)C)cc3CC(=O)N([C@@H](C)CO)C[C@@H]2C)cc1	.	2
C[C@H](CO)N1C[C@H](C)[C@H](CN(C)S(=O)(=O)c2cccs2)Oc2ccc(NC(=O)C3CC3)cc2CC1=O	18	-3
CCC(Sc1ncccn1)C(=O)Nc1c(C)cccc1C (stereo not drawn)	-3	-2
O=C(CSc1nnc(-c2ccncc2)o1)Nc1cccc(C(F)(F)F)c1	20	2
Cc1noc(C)c1S(=O)(=O)Nc1ccc2c(c1)C(=O)N([C@H](C)CO)C[C@@H](C)[C@@H](CN(C)C(=O)Cc1ccccc1)OCCCC[C@@H](C)O2	-1	.
COc1c(OC)c(O)c2c(=O)c(O)c(-c3ccccc3)oc2c1OC	.	0
Cc1ccc(NC(=O)CSc2nc(-c3ccccc3)cc(=O)[nH]2)cc1Cl	-9	-1
COc1ccc(C(=O)Nc2ccccc2C(=O)N2CCN(CCO)CC2)cc1	5	-4
C[C@H](CO)N1C[C@H](C)[C@H](CN(C)C(=O)Nc2ccc(C(F)(F)F)cc2)Oc2c(NC(=O)NC3CCCCC3)cccc2C1=O	-19	.
C[C@H](CO)N1C[C@H](C)[C@@H](CN(C)S(C)(=O)=O)Oc2ncc(C#Cc3ccccc3F)cc2C1=O	3	.
O=S(=O)(c1ccc(-c2ccon2)s1)N(Cc1ccccn1)Cc1ccccn1	-5	.
CC(C)(C)c1ccc(-c2nc(=O)[nH]n2-c2ccccc2)cc1	-9	.
Cc1ccc([N+](=O)[O-])cc1NC(=O)CCn1cnc2ccccc2c1=O	-1	2
